# Screening data as filed in PubChem BioAssay.
# NCI-60 one-dose screen, 48 h, at 10 µM unless noted. Numbers give growth in % (100 = growth as untreated, 0 = no growth, -100 = all killed).
# SF-268 – SF-268 CNS cancer cells. 3.1% of 82,000 active
# SF-539 – SF-539 CNS cancer. AID 1794752. 6.8% of 81,000 active
# HCC-2998 – HCC-2998 colon cancer; 4.7% of 79,000 active
# U251 – U251 CNS tumor cells; 5.4% of 80,000 active
# KM12 – KM12 colon cancer cells; 5% of 82,000 active
# SF-295 – SF-295 CNS cancer cells | 5.6% of 79,000 active | AID 1794758
# SNB-19 – SNB-19 CNS cancer cells | 2.5% of 81,000 active
# HCT-116 – HCT-116 colon cancer. 7.3% of 82,000 active. AID 1794798
# SNB-75 – SNB-75 CNS cancer | 5% of 79,000 active
# Numbers without * were called inactive; . = no result given; & = joins results of further samples; ! = not confirmed by another sample. How the source made its calls: active means growth percent below 10; inactive means the rest. Random draw from the library; 11% or so of the library scored in one or more.
1: COc1ccc(NS(=O)(=O)c2ccc(N)cc2)nn1
2: C=CCOC(=O)C(O)c1ccccc1 (centres undefined)
3: Cn1cc[nH]c1=S
4: O=[N+]([O-])c1cccc2[nH]ncc12
5: Nc1nc(C(F)(F)F)cs1
6: COc1ccc(-c2nn(-c3ccccc3)cc2/C=C2\SC(=O)NC2=S)cc1
assay / entry	1	2	3	4	5	6
SF-268	102	96	115	95	99	110&94
SF-539	112	112	103	96	106	98&100
HCC-2998	101	101	103	107	105	117&109
U251	92	94	100	104	103	102&100
KM12	93	101	107	100	100	107&96
SF-295	97	106	107	106	103	104&97
SNB-19	98	107	112	102	105	102&97
HCT-116	110	107	100	107	111	106&98
SNB-75	103	106	103	87	92	124&87

7: Clc1ccc(OCOc2ccc(Cl)cc2)cc1
8: C#CCOC(=O)[C@H](C)[C@@H]1CC[C@]2(COC(C)=O)CC[C@]3(C)[C@H](CC[C@@H]4[C@@]5(C)CC[C@H](OC(C)=O)C(C)(C)[C@@H]5CC[C@]43C)[C@@H]12
9: COc1cc(C2NCc3c(nc4c(c(C)nn4-c4ccccc4)c3-c3ccc(Cl)cc3)N2)cc(OC)c1OC (centres undefined)
10: C=CCn1c(SCC(=O)Nc2ccc(C(=O)/C=C/c3ccccc3)cc2)nnc1-c1ccc(OC)c(OC)c1
11: [O-][N+](CCO)(CCO)Cc1ccccc1
12: O=C1C=Cc2ccccc2/C1=C/c1[nH]c(=O)[nH]c1O
assay / entry	7	8	9	10	11	12
SF-268	102	91	109	86	131	55
SF-539	110	92	103	92	104	18
HCC-2998	127	93	104	85	120	54
U251	101	77	93	73	100	29
KM12	107	77	101	57	106	40
SF-295	110	92	98	.	90	29
SNB-19	105	88	116	76	100	34
HCT-116	101	47	76	-92*	104	17
SNB-75	101	107	90	79	72	32

13: Cc1cc(O)c(C(C)C)cc1S(=O)(=O)O (tested in a mixture with another compound)
14: CC(=O)c1c(/C=C/c2ccc(C(F)(F)F)cc2)c2ccccc2[nH]c1=O
15: N=C(N)c1ccc(-c2ccc(-c3ccc4ccccc4c3)s2)cc1
16: CC1(C)CC[C@]23CC[C@]4(C)[C@H](CC[C@@H]5[C@@]6(C)CC[C@H](OCCC#N)C(C)(C)[C@@H]6CC[C@]54C)[C@H]2[C@H]1OC3=O
17: CN(C)c1nc(NCCNS(=O)(=O)c2ccc(C(=O)/C=C/c3ccc(C(F)(F)F)cc3)cc2)nc(N2CCOCC2)n1
18: CCCCCN1C(=O)/C(=c2\sc3n(c2=O)NC2C(N=3)N(CC)C(=O)N2CC)c2ccccc21 (centres undefined)
assay / entry	13	14	15	16	17	18
SF-268	109&22&101	78	95	91	51	77
SF-539	5.0*!	71	97	96	-95*	62
HCC-2998	-59*!	84	100	103	-98*	104
U251	9.3*!	81	27	96	-86*	64
KM12	113&13&116	89	41	99	-81*	83
SF-295	78&101	55	102	103	7.0*	94
SNB-19	100&35&103	75	97	96	58	81
HCT-116	6.4*!	63	79	93	-91*	47
SNB-75	80&10&84	15	.	78	59	37

19: CCCNC(=O)c1c(NC(=O)C23CC4CC(CC(C4)C2)C3)sc2c1CCCC2
20: NNC(=O)C(=O)N=Cc1ccc([N+](=O)[O-])o1
21: O=C(Nc1ccc(-c2ccc(NC(=O)c3ccc(-n4c(=O)[nH]c5ccccc5c4=O)cc3)cc2)cc1)c1ccc(-n2c(=O)[nH]c3ccccc3c2=O)cc1
22: C=CC(=O)NCCCNc1nc(Cl)nc2cc(OC)c(OC)cc12
23: CCOc1ccccc1I
24: Brc1cc2c(c3ccccc13)N1O[C@@H](C2)C[C@H]1c1cccs1
assay / entry	19	20	21	22	23	24
SF-268	96	103	102	88	101	103
SF-539	94	121	92	97	89	93
HCC-2998	111	110	107	.	112	107
U251	86	99	112	99	101	94
KM12	110	105	98	90	110	99
SF-295	87	109	97	97	92	111
SNB-19	102	117	95	99	93	104
HCT-116	101	101	97	92	70	89
SNB-75	100	105	.	74	89	84

25: CCC(=O)NCCc1ccc(OC)c(OC)c1
26: O=C1c2ccccc2C(=O)N1CN1CCN(c2cc(=O)n(-c3ccccc3)c3ccccc23)CC1
27: COc1cc(/C=N/OC(=O)Nc2ccccc2)cc(OC)c1OC
28: O=C1OCC(O)=C1Cc1ccccc1
29: CN1CCN2c3ccccc3Cc3ccccc3C2C1 (centres undefined)
30: CC(C)(C)c1cc(NC(=O)Nc2ccc(-c3cn4c5c(sc4n3)CCc3cn(CCCN4CCCCC4)cc3-5)cc2)no1
assay / entry	25	26	27	28	29	30
SF-268	99	100	107	110	111	-58*
SF-539	93	105	100	117	118	-92*
HCC-2998	102	101	106	98	104	-83*
U251	110	101	107	104	93	-86*
KM12	96	104	113	110	103	-78*
SF-295	100	105	129	106	95	-54*
SNB-19	96	94	105	99	94	-83*
HCT-116	98	97	94	106	102	-96*
SNB-75	82	72	85	87	66	40

31: C/C(=N\NC(N)=O)C1=C(O)C(C(C)C)NC1=O (centres undefined)
32: Oc1nc(Nc2ccccc2C(F)(F)F)sc1C=Nc1ccccc1C(F)(F)F
33: C[C@]12CC[C@H]3[C@@H](CCC4=CC(=O)CC[C@@]43C)[C@@H]1[C@@H](O)C[C@@H]2C(=O)CO
34: CCOC(=O)/C=C\C(OCC)OCC
35: C=CCNc1ccc2c3c(cccc13)C(=O)N(c1cccc(-c3nn(-c4ccccc4)cc3-c3nc4ccccc4s3)c1)C2=O
36: Nc1nc2c(c(=O)[nH]1)C1(C(=O)N(Cc3ccccc3)c3ccccc31)c1c(nc(N)[nH]c1=O)N2
assay / entry	31	32	33	34	35	36
SF-268	99	100	108	103	107	91
SF-539	104	95	101	103	93	105
HCC-2998	112	105	111	88	116	102
U251	99	98	113	94	102	91
KM12	97	105	108	107	100	97
SF-295	108	102	109	104	102	102
SNB-19	105	95	96	99	104	95
HCT-116	106	98	101	101	103	104
SNB-75	80	90	93	99	107	93

37: CC(C)=Cc1ccccc1
38: Cc1c(Nc2ncccc2C(=O)O)cccc1C(F)(F)F
39: COC(=O)C[C@](O)(CCCC(C)(C)O)C(=O)O[C@H]1C(OC)=C[C@@]23CCCN2CCc2cc4c(cc2[C@@H]13)OCO4
40: COc1ccc(N/N=C/c2c(-c3ccc(S(C)(=O)=O)cc3)nc3ccccn23)cc1
41: CC[C@H](C)[C@H](NC(=O)[C@H](CCCCN)NC(=O)[C@H](CCCCN)NC(=O)[C@@H](NC(=O)[C@@H](NC(=O)[C@@H](N)Cc1cnc[nH]1)[C@@H](C)CC)[C@@H](C)CC)C(=O)N[C@@H](CCCNC(=N)N)C(=O)N[C@H](C(=O)N[C@@H](Cc1c[nH]c2ccccc12)C(=O)N[C@@H](Cc1ccc(O)cc1)C(=O)N[C@@H](CCCNC(=N)N)C(=O)N[C@@H](CCCCN)C(=O)N[C@@H](C)C(=O)N[C@@H](Cc1c[nH]c2ccccc12)C(=O)N[C@@H](Cc1cnc[nH]1)C(=O)N[C@H](C(=O)N[C@@H](CC(C)C)C(=O)NCC(=O)N[C@@H](CCCCN)C(=O)N[C@H](C(N)=O)C(C)C)C(C)C)[C@@H](C)O
42: C=C(C)[C@@H]1CC[C@]2(C(=O)N3CCNCC3)CC[C@]3(C)[C@H](CC[C@@H]4[C@@]5(C)CCC(=O)C(C)(C)[C@@H]5CC[C@]43C)[C@@H]12
assay / entry	37	38	39	40	41	42
SF-268	106	100	-6.5*	56	-13*	98
SF-539	105	102	-51*	55	-12*	104
HCC-2998	105	108	-61*	49	26	102
U251	92	95	-23*	69	20	100
KM12	109	97	-16*	.	-12*	106
SF-295	98	84	-23*	6.9*	25	101
SNB-19	101	106	-27*	79	59	95
HCT-116	102	98	-29*	32	45	100
SNB-75	92	82	-49*	63	73	91

43: CC(=O)N1c2cc3ccccc3cc2N(C(C)=O)c2cc3ccccc3cc21
44: O=C(Oc1ccccc1)c1ccc(Cl)cc1
45: Cc1nc2ccccc2c(=O)n1-c1cccc(OCc2cn(-c3cccc(O)c3)nn2)c1
46: COc1ccc2c(c1)C(=O)C1NC(=O)NC(=O)C1(Br)N2 (centres undefined)
47: O=C1NC(=Nc2cccc(C(F)(F)F)c2)S/C1=C\c1cccs1
48: O=C(Nc1nc2ccc(Cl)cc2s1)c1cc(-c2ccc(F)cc2)n2nc(-c3ccccc3)cc2n1
assay / entry	43	44	45	46	47	48
SF-268	91	72	88	107	98	.
SF-539	101	108	100	115	95	99
HCC-2998	84	106	103	102	97	99
U251	97	103	98	107	86	115
KM12	102	106	95	108	94	109
SF-295	107	102	94	.	91	106
SNB-19	94	118	91	102	91	95
HCT-116	87	86	95	103	91	83
SNB-75	88	108	88	98	90	100

49: CC1(C)N=C(N)N=C(N)N1c1cccc(CCCCOc2ccccc2)c1
50: Cc1nn(-c2ccccc2)c2c1N=c1s/c(=C\c3ccc(Cl)cc3)c(=O)n1CN2
51: Cc1ccc(C(=O)c2ccc(CC(=O)O)n2C)cc1
52: O=c1[nH]nc(-c2cc3c([nH]c4ccccc43)c(-c3cccc(O)c3)n2)o1
53: Cc1ccc2nc(SCn3nnc4ccccc4c3=O)[nH]c2c1
54: C#CCOc1ccc(C2=NN(C(C)CC)C3N=C(Cl)c4ncn(C(C)CC)c4N23)cc1OCC#C (centres undefined)
assay / entry	49	50	51	52	53	54
SF-268	27	83	115	95	111	101
SF-539	34	63	.	94	86	94
HCC-2998	27	81	114	94	96	115
U251	11	82	103	95	103	98
KM12	16	83	116	77	161	92
SF-295	.	82	105	100	109	105
SNB-19	32	89	102	102	108	103
HCT-116	11	45	100	89	97	93
SNB-75	61	74	110	89	88	95

55: O=C(CN1CCN(Cc2ccccc2)CC1)N1c2cccc3cccc(c23)N(C(=O)CN2CCN(Cc3ccccc3)CC2)C1c1cn(-c2ccccc2)nc1-c1cccc([N+](=O)[O-])c1
56: CCOc1ccccc1/C=N/N1CCCCCC1
57: CC(C)CNNCC(C)C
58: C=C(C)[C@@H]1CCC=C2CC[C@]3(C)[C@H](CC[C@@H]4[C@@]5(C)CCC(=O)NC(C)(C)[C@@H]5CC[C@]43C)[C@H]21
59: COc1ccc(CNc2c3ccccc3nc3ccccc23)cc1
60: COc1cc2cc(NCc3ccc(Cl)cc3)nc(C)c2cc1OC
assay / entry	55	56	57	58	59	60
SF-268	91	94	105	100	63	44
SF-539	97	109	97	99	28	-15*
HCC-2998	101	93	91	112	39	27
U251	.	103	103	108	36	31
KM12	99	106	111	107	33	37
SF-295	89	84	109	99	39	34
SNB-19	87	108	110	107	34	43
HCT-116	85	100	102	80	9.5*	8.8*
SNB-75	49	77	87	116	62	96

61: CC(=O)OC1C(C)C2CCC13CCC(C)CC23 (centres undefined)
62: COc1cc(/C=C/C(=O)c2ccc(NC(=O)c3cc4cc5cc(C)ccc5nc4s3)cc2)cc(OC)c1OC
63: Cc1cc2nc(CC(=O)c3ccccc3)c(=O)[nH]c2cc1C
64: COc1cc(CNC(=O)Cc2ccccc2)ccc1OCc1cn(-c2ccccc2[N+](=O)[O-])nn1
65: OCCN(CCO)C1c2ccccc2-c2ccccc21
assay / entry	61	62	63	64	65
SF-268	94	102	108	98	97
SF-539	93	103	96	105	102
HCC-2998	105	103	110	98	94
U251	97	106	95	92	98
KM12	102	88	100	102	94
SF-295	98	100	90	99	98
SNB-19	109	109	.	95	106
HCT-116	93	88	80	97	95
SNB-75	87	.	117	96	85
